Screening data as filed in PubChem BioAssay.
3CLpro inhibitor: SARS-CoV 3CLpro protease inhibition; recombinant SARS-CoV 3CLpro, quenched FRET peptide cleavage; inhibition, % at 6 µM; 290,000 tested, 0.14% active; AID 1706; in the data active = inhibition above about 12%
TcdB inh: inhibitors of Clostridioides difficile toxin B glycohydrolase; P18177; TcdB glycohydrolase enzymatic assay, plate reader; inhibition, % at 9.99 µM; 350,000 tested, 0.24% active; in the data active = inhibition above about 10%
Target sequence (P18177 whole entry, looked up): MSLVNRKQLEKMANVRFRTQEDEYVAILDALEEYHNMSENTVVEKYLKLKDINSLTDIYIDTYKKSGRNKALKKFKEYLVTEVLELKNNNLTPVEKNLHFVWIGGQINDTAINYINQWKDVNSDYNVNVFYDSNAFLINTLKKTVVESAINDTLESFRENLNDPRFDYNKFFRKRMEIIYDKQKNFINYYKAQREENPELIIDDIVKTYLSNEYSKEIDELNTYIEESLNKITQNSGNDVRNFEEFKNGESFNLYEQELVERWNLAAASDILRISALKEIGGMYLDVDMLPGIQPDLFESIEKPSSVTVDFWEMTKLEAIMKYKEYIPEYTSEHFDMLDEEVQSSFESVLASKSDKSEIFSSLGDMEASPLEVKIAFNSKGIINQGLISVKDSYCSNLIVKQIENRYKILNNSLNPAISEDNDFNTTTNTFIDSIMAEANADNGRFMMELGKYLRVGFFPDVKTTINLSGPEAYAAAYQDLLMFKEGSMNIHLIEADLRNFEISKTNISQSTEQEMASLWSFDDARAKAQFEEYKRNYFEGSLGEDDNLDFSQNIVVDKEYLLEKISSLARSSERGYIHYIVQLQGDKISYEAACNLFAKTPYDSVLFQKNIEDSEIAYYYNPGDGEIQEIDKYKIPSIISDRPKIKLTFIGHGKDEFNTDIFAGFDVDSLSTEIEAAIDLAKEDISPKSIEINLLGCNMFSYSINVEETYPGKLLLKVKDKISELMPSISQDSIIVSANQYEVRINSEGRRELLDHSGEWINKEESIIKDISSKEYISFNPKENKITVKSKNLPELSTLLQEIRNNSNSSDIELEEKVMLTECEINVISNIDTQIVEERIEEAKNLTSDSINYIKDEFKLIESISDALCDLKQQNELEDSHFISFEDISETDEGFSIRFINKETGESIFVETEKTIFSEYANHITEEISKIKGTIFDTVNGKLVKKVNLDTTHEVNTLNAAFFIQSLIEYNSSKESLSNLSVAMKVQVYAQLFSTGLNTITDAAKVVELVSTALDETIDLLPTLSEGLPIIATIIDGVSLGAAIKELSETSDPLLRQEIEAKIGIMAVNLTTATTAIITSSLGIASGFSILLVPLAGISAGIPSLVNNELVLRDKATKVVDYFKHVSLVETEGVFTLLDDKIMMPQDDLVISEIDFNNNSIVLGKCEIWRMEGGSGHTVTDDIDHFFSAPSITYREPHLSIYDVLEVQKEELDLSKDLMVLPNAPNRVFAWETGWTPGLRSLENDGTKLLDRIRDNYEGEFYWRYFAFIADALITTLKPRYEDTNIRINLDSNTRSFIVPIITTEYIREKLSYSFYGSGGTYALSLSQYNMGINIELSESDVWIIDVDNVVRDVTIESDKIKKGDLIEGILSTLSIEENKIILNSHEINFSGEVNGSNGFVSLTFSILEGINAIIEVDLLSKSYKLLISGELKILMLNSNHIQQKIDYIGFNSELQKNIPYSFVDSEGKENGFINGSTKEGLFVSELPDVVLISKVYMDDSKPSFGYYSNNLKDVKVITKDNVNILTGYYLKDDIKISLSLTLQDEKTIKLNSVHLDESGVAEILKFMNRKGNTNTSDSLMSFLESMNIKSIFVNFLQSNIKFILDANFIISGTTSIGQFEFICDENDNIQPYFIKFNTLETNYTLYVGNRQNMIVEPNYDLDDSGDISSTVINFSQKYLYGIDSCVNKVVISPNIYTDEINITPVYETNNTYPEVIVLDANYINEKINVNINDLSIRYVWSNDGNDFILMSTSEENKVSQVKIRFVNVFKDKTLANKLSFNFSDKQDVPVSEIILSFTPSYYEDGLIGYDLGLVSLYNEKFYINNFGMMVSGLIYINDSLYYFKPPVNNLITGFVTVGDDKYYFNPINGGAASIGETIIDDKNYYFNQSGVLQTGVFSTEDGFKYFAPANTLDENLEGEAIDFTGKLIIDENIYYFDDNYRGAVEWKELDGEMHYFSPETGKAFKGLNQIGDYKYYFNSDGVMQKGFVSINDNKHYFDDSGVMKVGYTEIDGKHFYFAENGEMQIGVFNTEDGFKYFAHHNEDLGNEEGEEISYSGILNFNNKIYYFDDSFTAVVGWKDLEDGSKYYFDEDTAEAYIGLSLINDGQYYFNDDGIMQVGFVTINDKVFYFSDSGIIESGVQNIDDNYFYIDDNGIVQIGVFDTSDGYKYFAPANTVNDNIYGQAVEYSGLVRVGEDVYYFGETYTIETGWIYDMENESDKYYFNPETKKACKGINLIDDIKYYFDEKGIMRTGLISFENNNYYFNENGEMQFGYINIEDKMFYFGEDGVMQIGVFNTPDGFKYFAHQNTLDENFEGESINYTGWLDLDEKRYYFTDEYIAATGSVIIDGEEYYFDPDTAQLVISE
Y pestis TopoI: Y. pestis Topo-I inhibition via cleavage products | Y. pestis Topo-I cleavage product accumulation, plate reader | activity, % at 10 µM | 360,000 tested, 0.064% active; in the data active = activity above about 50%, passing the limit was not always enough; inconclusive = no clear call, values can overlap the other calls; note: inactives centre near 2
BoNT-A LC inh2: blocks Botulinum neurotoxin A light chain protease | inhibition, % at 10 µM | 360,000 tested, 0.17% active | multiplex microsphere protease substrate cleavage, flow cytometry; note: plate controls were buffer without enzyme for full effect and enzyme alone for no effect
PrPC TRFRET: reduces human prion protein on the cell surface. AID 720596. P04156. inhibition, % at 13.8 µM. cell surface PrPC, TR-FRET read-out. 370,000 tested, 0.43% active; in the data active = inhibition above about 24%; note: 0% = median of the test wells and 100% = reference compound wells
SSB-PriA inh: K. pneumoniae PriA-SSBct interaction inhibition. 430,000 tested, 0.6% active. inhibition, % at 33 µM. AlphaScreen SSBct-PriA binding, biotinylated peptide; in the data active = inhibition mostly above about 37%, no sharp cut-off; inactive = mostly below about 20%;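 note: plate controls were negative control peptide for no effect and reference peptide for full effect; strong numbers were not always called active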
PfHsp40 yeast: restores yeast growth despite PfHsp40 toxicity; S. cerevisiae expressing PfHsp40, growth rescue, ATP luminescence; growth rescue, % at 12.5 µM; 340,000 tested, 0.68% active; AID 504582; in the data active = growth rescue above about 28%, passing the limit was not always enough; inconclusive = no clear call, values can overlap the other calls;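 note: yeast W303a lacking pdr1 and pdr3 grown in galactose medium; growth measured after three days at 30 °C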
Anthrax LF prot: inhibitors of Bacillus anthracis lethal factor protease | 360,000 tested, 0.12% active | multiplex microsphere protease cleavage assay, LF | inhibition, % at 10 µM | P15917; note: plate controls were buffer without enzyme for full effect and enzyme alone for no effect
Vc quorum ag: induces V. cholerae light production without autoinducers | V. cholerae BH1578 lux reporter, luminescence, 6 h | activation, % at 18.7 µM | 350,000 tested, 0.16% active; in the data active = activation mostly above about 9.7%, no sharp cut-off; inconclusive = no clear call, values can overlap the other calls; inactive = mostly below about 3.7%; note: not every result past the cut was called active; inactives centre near 0; reference of the scale not given here
* hit, by the source's call; i = inactive; ? = inconclusive; . = no result given; & = joins results of further samples. Cut-off read from the data, not from the text of the source, unless noted: active = inhibition above about 30%; inconclusive = no clear call, values can overlap the other calls; inactive = below that.

SMILES,Anthrax LF prot,PrPC TRFRET,Y pestis TopoI,BoNT-A LC inh2,SSB-PriA inh,3CLpro inhibitor,PfHsp40 yeast,TcdB inh,Vc quorum ag
CCCCc1ccc(NC(=O)CN2NS(=O)(=O)c3ccccc3C2=O)cc1,-22.7,2.4,-7.3,-0.4,2.3,-2.3,-0.7,.,.
Cc1c(-n2cccc2C=O)cccc1[N+](=O)[O-],-2.1,2.2,15.5,-1.8,4.6,0.3,0.9,2.1,i
COc1cccc(C(=O)Nc2cccc3c2ccc2cccn23)c1,0.7,-10.1,24.1,1.0,-3.9,1.2,-0.9,1.6,-0.7
CCOc1cc(/C=N/Nc2nnc(C)n2N)ccc1O,-4.3,-0.1,7.7,0.7,.,-4.0,-1.7,-6.4,-0.6
CCCOc1ccc(C(F)(F)F)cc1NS(=O)(=O)c1ccc(Cl)nc1,0.2,2.5,0.3,-3.3,1.8,.,-0.7,0.3,i
CCC(CC)NC(=O)c1nn(Cc2ccccc2)c(=O)c2ccccc12,-3.8,-5.9,24.0,-3.3,-4.7,2.1,1.2,0.7,0.1
Cc1c(C(=O)Oc2ccc(-c3cnc4ccccc4n3)cc2)cccc1[N+](=O)[O-],-0.3,-0.7,-1.7,1.9,-11.7,-3.0,0.1,.,-4.8
O=C(NCCCNC(=O)c1ccc(-c2cccc(Cl)c2)o1)c1cnccn1,0.7,-3.5,2.8,-2.3,9.6,-1.6,-0.7,-0.5,-0.2
OC(c1cccc(Cl)c1)c1nc(-c2cc3ccccc3o2)cs1 (stereo not given),3.8,0.6,-0.8,0.0,.,.,.,-0.8,-0.5
CCN1CCN(CC(O)COCCOc2ccc(Br)cc2)CC1 (stereo not given),0.7,-0.6,1.0,0.0,-2.3,0.0,-0.9,.,-0.3
O=C(Nc1ccc(Br)c(Br)c1)C1CCCO1 (stereo not given),7.2,-1.0,2.3,0.8,-8.2,.,.,0.2,i
Cc1ccc(S(=O)(=O)N2CCC(C(=O)NCC3CCCO3)CC2)cc1 (stereo not given),-1.5,-3.1,3.8,0.4,-4.7,-6.0,0.9,.,i
CC(C)(C)c1ccc(C(=O)Nc2cccc(S(=O)(=O)NC3=NCCC3)c2)cc1,2.2,24.3,32.3,-2.5,-4.2,.,0.1,0.0,i
O=C(CC1C(=O)NCCN1C(=S)Nc1ccccc1)Nc1ccc(F)cc1 (stereo not given),-0.8,-0.8,0.0,-1.9,-4.7,-0.6,1.2,0.5,-3.4
CC(C)(C)c1nc(S(=O)(=O)c2ccc(Cl)cc2)c(N2CCOCC2)o1,-8.8,1.5,-10.4,?,-1.4,5.3,0.5,.,0.3
CCN1CCN(C(=O)C2CCN(C(=O)c3cc4sccc4n3CC)CC2)CC1,-4.7,-4.8,5.3,-1.0,-0.8,1.9,0.2,2.0,-0.3
NC(=O)NC(c1ccc(Cl)cc1)c1ccccc1Cl (stereo not given),-5.0,3.8,0.4,-1.4,2.2,-0.6,-1.8,3.0,-0.3
O=C(Nc1cccc(Cl)c1)c1cnc[nH]1,10.0,-5.8,-3.3,-1.3,-5.8,4.7,-1.2,1.5,0.0
CN(CCO)c1ccc(-c2n[nH]c(=O)c3ccccc23)cc1[N+](=O)[O-],-3.2,-42.6,5.9,4.1,0.5,0.2,-1.2,-1.7,i
Cc1cccc(C)c1NC(=O)NCc1ccco1,-0.4,-0.8,9.3,2.0,17.9,-0.4,-1.1,0.1,-0.6

Later entries
SMILES,Anthrax LF prot,PrPC TRFRET,Y pestis TopoI,BoNT-A LC inh2,SSB-PriA inh,3CLpro inhibitor,PfHsp40 yeast,TcdB inh,Vc quorum ag
O=C(Nc1ccc(Cl)cn1)c1ccc(COc2ccccc2Br)o1,3.0,2.5,-7.3,-0.6,-32.2,11.1,2.8,1.4,4.5
CS(=O)(=O)N(CC(=O)Nc1ccccc1)c1cccc(Cl)c1Cl,11.3,5.8,-4.1,0.5,-7.0,-0.1,0.0,1.8,i
O=C(CSc1ccc(-c2ccco2)nn1)NC1CCCCC1,4.0,0.4,2.3,1.2,7.7,-0.4,9.0,0.7,-0.7
Cc1ccccc1-n1c(-c2ccoc2)nc2ccccc2c1=O,-4.2,-13.7,-7.8,-0.1,6.1,-4.3,0.0,1.6,-0.8
CCC(C)NC(=O)CSc1nc2ccccc2c(=O)n1-c1c(C)n(C)n(-c2ccccc2)c1=O (stereo not given),-0.2,8.3,9.6,-0.1,-2.3,-2.4,-1.2,3.5,1.4
O=C(CCCn1c(=S)[nH]c2cc3c(cc2c1=O)OCO3)N1CCN(c2ccccc2)CC1,-7.5,5.2,1.8,-0.6,-13.8,-7.2,0.1,.,-0.7
COc1ccc(C(=O)Nc2nncs2)cc1S(=O)(=O)N1CCOCC1,-0.5,7.0,5.5,-1.6,-5.3,-3.1,-0.7,-0.7,-0.2
CSc1ccc(C(=O)C2CCCN(C(=O)c3ccc(C)nc3)C2)cc1 (stereo not given),0.3,1.2,6.5,0.6,-11.8,-3.6,-0.6,1.1,i
O=C(/C=C/c1ccccc1[N+](=O)[O-])Nc1cccc(S(=O)(=O)NC2=NCCCCC2)c1,1.5,-24.8,0.9,-0.4,-4.7,.,1.2,.,-0.3
O=C(CN(CCc1ccccc1)Cc1ccccc1)Oc1ccccc1P(=O)(O)O,8.3,2.6,5.3,-2.4,91.8*,4.8,1.4,-3.9,-0.5
CCOc1ccc(S(=O)(=O)NCCCN2CCOCC2)c2ccccc12,-2.0,0.1,2.6,0.0,-0.2,-3.5,-0.3,.,i
Cc1ccc(N=C/C(C(=O)C(F)(F)F)=C(\O)c2ccco2)cc1Cl,-1.3,2.3,2.3,0.7,.,4.4,-0.1,.,-0.3
O=C(CN1CCN(C(c2ccccc2)c2ccccc2)CC1)Nc1ccc(N2CCOCC2)cc1,2.3,-0.2,13.9,-0.2,-2.8,2.2,1.1,1.3,0.6
CCn1ncc(CN2CCN(C(=O)Nc3ccccc3C(=O)OC)CC2)c1C,4.7,-2.2,-8.4,-0.7,-12.1,0.1,-1.1,.,11.1
COc1ccc(OC)c(-c2nn(-c3ccccc3)cc2C(=O)N2CCc3ccccc3C2)c1,-2.9,3.0,6.0,0.7,9.6,.,2.6,1.5,i
COc1ccccc1NC(=O)C1CCCN(c2ncnc3c2nc2n3CCCCC2)C1 (stereo not given),-1.4,10.5,18.6,-2.2,0.3,3.5,4.2,2.8,-0.1
CCOc1ccc(NC(=O)C23CC4CC(C2)CC(c2ccccc2)(C4)C3)cc1,-6.5,-3.8,43.5,0.2,-9.0&-10.3,3.5,17.8,.,.
OC(c1cc(-c2ccc(C(F)(F)F)cc2)nc(C(F)(F)F)c1)C1CCCCN1 (stereo not given),-9.5,-2.6,-14.1,-0.3,-5.6,0.5,1.6,1.0,i
Cn1c(O)c(N=NC(=O)c2ccco2)c2ccccc21,-2.8,-39.1,3.4,0.7,-10.9,-1.1,0.4,0.3,-0.8
CCOC(=O)c1c(C)oc2ccc(OS(C)(=O)=O)cc12,-3.4,7.5,-11.7,-0.6,-8.5,-4.5,-0.8,-7.0,0.0

Going on with the list:
SMILES,Anthrax LF prot,PrPC TRFRET,Y pestis TopoI,BoNT-A LC inh2,SSB-PriA inh,3CLpro inhibitor,PfHsp40 yeast,TcdB inh,Vc quorum ag
Cc1sc(NC(=O)/C=C/c2ccc(C(C)C)cc2)c(C#N)c1C,3.2,5.1,-3.8,1.8,-4.7,-1.1,0.6,.,-0.4
CCCN(C(=O)COC(=O)COc1c(C)cccc1C)c1c(N)n(Cc2ccccc2)c(=O)[nH]c1=O,1.3,2.2,8.2,0.8,6.0,.,0.8,1.6,-5.0
CC(=O)c1ccccc1NS(=O)(=O)c1ccc2c(c1)CC(=O)N2,-2.4,4.8,1.6,-0.3,-3.9,.,-1.2,2.7,i
CCN(CC)CCn1c2c(c(SCC(=O)Nc3ccc(C)c(F)c3)nc1=O)CCC2,-2.6,1.7,10.2,1.2,29.8,.,-1.3,0.6,i
CCc1ccc(-n2c(O)c(/C=N/N3CCCCC3c3cccnc3)c(=O)[nH]c2=O)cc1 (stereo not given),0.5,7.0,-8.0,-1.0,.,0.6,-0.3,-2.8,-2.0
COc1ccc(CNCC(O)COCc2cccs2)cc1 (stereo not given),-3.7,-4.4,-6.1,0.6,-14.4,0.7,-0.2,.,-0.3
O=C(NCCN1CCN(c2ccccc2)CC1)C1CCN(S(=O)(=O)c2cccc3nonc23)CC1,4.4,-5.6,1.5,0.3,-15.2,-0.5,-0.6,.,-0.4
Cc1cn(COC/C=C/c2ccccc2)c(=O)[nH]c1=O,1.5,0.4,-2.8,-1.2,-8.1,-1.9,0.0,0.6,i
CCCOc1c(Br)cc(C2C3=C(CCCC3=O)N(C)C3=C2C(=O)CCC3)cc1OC,-0.3,-9.1,25.2,0.1,-17.6,1.4,-0.9,3.3,-0.2
O=C(C1CCCCC1)N1C[C@H](n2cc(C3CC3)nn2)[C@@H](O)C[C@@H]1c1ccc(Cl)cc1,1.8,1.1,3.3,-0.2,.,.,.,1.2,0.6
Cc1cc(C)c2c(n1)sc1c(O)cc(=O)[nH]c12,3.3,-3.0,-3.3,3.3,-3.1,-0.1,6.4,.,i
COC(=O)C1=C(C)NC(=S)NC1c1ccc(-c2cc(Cl)ccc2Cl)o1 (stereo not given),-6.3,-6.3,8.5,0.8,-16.9,2.3,3.8,0.3,-0.1
C=CCNC(=O)c1ccc(Cn2cc(C(F)(F)F)ccc2=O)cc1,-1.2,6.8,3.9,0.1,10.1,7.4,-0.8,1.9,-1.0
CN1CCCC(OC(=O)c2cccc(S(=O)(=O)N3CCCCCC3)c2)C1 (stereo not given),-4.8,-0.6,0.2,-0.1,1.8,1.8,-0.3,0.0,0.4
CCOc1ncccc1C(=O)Nc1cc(S(=O)(=O)N2CCCCCC2)ccc1OC,.,4.6,-0.7,.,-15.0,.,0.1,2.1,-11.8
O=C(c1cc([N+](=O)[O-])ccc1Cl)N1CCN(Cc2ccc3c(c2)OCO3)CC1,-3.4,-7.5,-4.1,0.1,10.3,5.1,0.4,1.4,-0.3
CC(=O)C[C@@H](O)CC(=O)[C@H]1OC(=O)CC/C=C\Cc2ccccc21,-7.2,0.7,3.4,-1.1,-11.4,.,0.7,0.9,-0.6
COc1ccccc1C(=O)C1CCCN(C(=O)CCc2ccccn2)C1 (stereo not given),0.1,6.3,-2.2,0.4,-14.3,1.6,-0.6,.,-0.5
O=C(Nc1ccc(NC(=O)N2CCN(c3ccccc3O)CC2)cc1)N1CCN(c2ccccc2O)CC1,-6.0,-5.2,-4.5,-2.0,-1.6,0.6,0.0,0.5,-0.2
CC(C)[C@H](NC(N)=O)C(=O)NCCc1ccc(Cl)cc1Cl,-0.1,0.7,1.4,-0.1,-14.2,1.7,0.7,-1.3,-0.3

Profiles, quoted from the list. Order of values: Anthrax LF prot	PrPC TRFRET	Y pestis TopoI	BoNT-A LC inh2	SSB-PriA inh	3CLpro inhibitor	PfHsp40 yeast	TcdB inh	Vc quorum ag
CCc1ccc(-n2c(O)c(/C=N/N3CCCCC3c3cccnc3)c(=O)[nH]c2=O)cc1 (stereo not given) across the screens: 0.5	7.0	-8.0	-1.0	.	0.6	-0.3	-2.8	-2.0
COC(=O)C1=C(C)NC(=S)NC1c1ccc(-c2cc(Cl)ccc2Cl)o1 (stereo not given) across the screens: -6.3	-6.3	8.5	0.8	-16.9	2.3	3.8	0.3	-0.1

The list continues.
SMILES,Anthrax LF prot,PrPC TRFRET,Y pestis TopoI,BoNT-A LC inh2,SSB-PriA inh,3CLpro inhibitor,PfHsp40 yeast,TcdB inh,Vc quorum ag
O=C(NCc1ccco1)c1cc(S(=O)(=O)N2CCOCC2)ccc1Br,-1.1,0.5,3.3,-0.3,-3.6,-1.5,-1.0,-1.5,i
COc1ccc2c(c1OC)C(=O)N1N=C(c3ccc(Br)cc3)CC21 (stereo not given),0.2,.,14.7,0.2,-4.2,-1.1,0.0,.,-0.8
COC(=O)C(CC(=O)c1cccc(OC)c1)c1ccc(F)cc1 (stereo not given),-4.7,-2.9,6.1,-0.2,-15.3,0.7,0.3,0.3,-0.5
COc1ccc(NC(=O)COC(C)=O)cc1OC,-6.1,6.0,-11.3,-0.6,5.5,2.7,-0.7,-0.7,0.0

This is a subset; rates above refer to the full screens.
